Source: PubChem
ASM inhibitor = blocks human secretory acid sphingomyelinase. placental ASM, HMU-PC fluorogenic substrate, 60 min. Potency, µM (top dose mostly 57.5 µM), without a hit: top-dose activity change, negative = inhibition, hits mostly inhibitors. 340,000 tested, 0.006% active; also: potency is read from the fitted curve at half-maximal effect
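Steps: dispense placental human ASM, pin compound, wait 10 min at room temperature, add HMU-PC0 substrate at 9 uM final, incubate 60 min at 37 °C, add stop solution raising pH to 10, read fluorescence.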
TSHR antagonist = antagonists of human thyroid stimulating hormone receptor; P16473; TSHR-expressing cells, TSH-stimulated cAMP HTRF, 2 h; stronger effect = lower value; 330,000 tested, 0.2% active; activity change, negative = inhibition, % at 11.5 µM;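 active = activity change below a set negative limit, meaning inhibition stronger than a set level, cut at about -70% in these data; inconclusive = activity change between two set negative limits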; also: % is scaled to controls: 0 for no effect and ±100 for the full control effect
Target sequence (P16473 whole entry, looked up): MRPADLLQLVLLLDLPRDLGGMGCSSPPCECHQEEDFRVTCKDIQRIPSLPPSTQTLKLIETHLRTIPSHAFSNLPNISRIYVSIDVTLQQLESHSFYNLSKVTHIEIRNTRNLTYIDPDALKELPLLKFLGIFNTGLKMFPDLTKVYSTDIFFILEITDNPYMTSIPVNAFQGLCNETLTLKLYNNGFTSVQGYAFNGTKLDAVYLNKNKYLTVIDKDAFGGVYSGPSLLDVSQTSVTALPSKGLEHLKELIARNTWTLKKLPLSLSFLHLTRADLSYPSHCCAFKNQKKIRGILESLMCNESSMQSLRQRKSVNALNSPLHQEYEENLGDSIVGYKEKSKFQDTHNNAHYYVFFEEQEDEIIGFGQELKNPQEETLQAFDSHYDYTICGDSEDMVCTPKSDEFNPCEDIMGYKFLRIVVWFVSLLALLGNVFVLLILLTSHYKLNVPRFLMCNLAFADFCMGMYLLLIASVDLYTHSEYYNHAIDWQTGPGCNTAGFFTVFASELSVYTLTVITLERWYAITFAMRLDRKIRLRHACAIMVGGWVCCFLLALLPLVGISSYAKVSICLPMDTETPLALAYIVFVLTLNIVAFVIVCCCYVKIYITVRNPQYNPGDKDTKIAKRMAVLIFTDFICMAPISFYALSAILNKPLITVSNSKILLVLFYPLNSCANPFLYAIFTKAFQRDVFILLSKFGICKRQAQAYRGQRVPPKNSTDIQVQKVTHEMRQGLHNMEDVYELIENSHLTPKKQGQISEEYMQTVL
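Competitive HTRF cAMP read-out (cryptate anti-cAMP antibody, cAMP-d2; 30 min, room temperature) in freshly harvested TSHR cells. Compounds added before TSH at EC80 (4nM final), followed by 2 hours' incubation at 37 deg C.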
a7 integrin act = activators of alpha7 integrin expression for muscular dystrophy; alpha7betagal myoblasts, beta-gal FDG fluorescence, 48 h; Potency, µM (titrated, usually from 38.3 µM), for inactives: at the highest dose activation, usual class: activators; 350,000 tested, 0.064% active; AID 624291;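 also: potency is read from the fitted curve at half-maximal effect; 100% = response of the positive control SU9516; nearly all actives have a fitted effect of over 60% in size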
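alpha7betagal+/- myoblasts (passage 13, 250/well) treated 48 h at 37C with compounds at 1:260 dilution of DMSO stock. Lysed, then beta-galactosidase activity read as FDG fluorescence (ex 480/em 540) after 30 min, with pre-read for autofluorescence.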
TCR activator = activators of T cell receptors; primary human leukocytes, anti-CD3, IL-2 HTRF, 48 h; Potency, µM (series often up to 9.22 µM), inactives show at the highest dose activation of IL-2 secretion, most hits filed as activators; 330,000 tested, under 10 active; AID 504894; also: % of control where 0% means no effect
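48 hr co-incubation of compounds, a-CD3 beads and primary human leukocytes; IL-2 quantified homogeneously by HTRF with anti-IL-2 K and d2 conjugates.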
Mito fusion act = mitochondrial division inhibition or fusion activation | S. cerevisiae fusion-defective mutant growth rescue, CellTiterGlo 48 h | Potency, µM (highest dose often 46.1 µM), for the others: at the top dose growth rescue (activation), most hits filed as activators | 320,000 tested, 0.23% active;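 also: potency is read from the fitted curve at half-maximal effect; % of control where 0% means no effect; nearly all actives have a fitted effect of over 45% in size; temperature-sensitive fusion mutants such as fzo1-1 at 37 °C on non-fermentable ethanol glycerol medium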
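Growth-rescue viability read-out: after 48 h at the non-permissive 37C in glycerol/ethanol YPEG, yeast mitochondrial fusion mutants are measured by CellTiterGlo luminescence; compounds (23 nl pinned per well) restoring growth score as division inhibitors or fusion activators.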
AT treatment = potential ataxia-telangiectasia treatments restoring KAP-1 phosphorylation; […] A-T fibroblasts, KAP-1 phosphorylation AlphaLISA; neocarzinostatin DNA damage 30 min before lysis; Potency, µM (series often up to 57.5 µM), without a hit: at the top dose activation, most hits filed as activators; 320,000 tested, 0.19% active; AID 485349; also: potency is read from the fitted curve at half-maximal effect; % of control where 0% means no effect; nearly all actives have a fitted effect of over 45% in size
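hTERT-immortalized A-T patient fibroblasts ([…]), 500 cells/well in OPTI-MEM, 1% FBS, got compounds for 60 min, then NCS for 30 min at 37C. Lysates were then assayed for phospho-KAP-1 by AlphaLISA (anti-pKAP1 donor, anti-KAP1 acceptor beads), 6 hr at 25C.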
TSG101-PTAP inh = blocks PTAP/TSG101 interaction to inhibit HIV-1 budding; Potency, µM (series often up to 115 µM), without a hit: at the highest dose activity change, negative = inhibition, actives largely listed as inhibitors; Fluorescence polarization, FITC-PTAP peptide / Tsg101 binding; AID 493005; 340,000 tested, under 10 active; Q99816; active = well fitted inhibition curve with a large enough effect in the main read-out, with a control signal flat, not every such curve was filed as active; inconclusive = small, poorly fitted or top-dose-only effect, or effect the other way, or a change in a side signal; inactive = no such curve, though single readings can be large or run the other way; also: potency is read from the fitted curve at half-maximal effect; % of control where 0% means no effect
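Tsg101 binding domain (10 uM final) was mixed with compound and a FITC-labeled PTAP peptide (50 nM final) in HEPES pH 7.5 buffer with NaCl, Tween 20, EDTA and TCEP; fluorescence polarization was read after 20 min at r.t.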
Tb PFK block = T. brucei PFK enzyme inhibition; O15648; T. brucei PFK, ADP-Glo luminescence; Potency, µM (series often up to 57.5 µM), inactives show at the highest dose activity, negative = inhibition, hits mostly inhibitors; 330,000 tested, 0.17% active;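 also: potency is read from the fitted curve at half-maximal effect; 0% = uninhibited 1x PFK enzyme wells and -100% = no-enzyme wells; nearly all actives have a fitted effect of over 60% in size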
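Luminescent ADP detection (ADP-Glo, two-step: ATP depletion then ADP-to-ATP conversion for luciferase) reported PFK activity after 45 min room-temperature reaction of 1.25 nM enzyme with 0.5 mM F6P and 0.1 mM ATP at pH 8.0.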
Eya2 inh = inhibitors of human Eya2 phosphatase activity; O00167; recombinant Eya2, OMFP fluorescence dephosphorylation (OMFP is methylfluorescein phosphate); Potency, µM (top dose mostly 76.9 µM), for inactives: at the top dose activity, negative = inhibition, usual class: inhibitors; 330,000 tested, 0.006% active; AID 488837; also: potency is read from the fitted curve at half-maximal effect; % is scaled to controls: 0 for no effect and ±100 for the full control effect
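Eya2 protein (added as 0.2 uM solution) was preincubated with compound for 10 min at ambient temperature in 50 mM HEPES pH 7.5, 50 mM NaCl, 5 uM MgCl2, 0.05% BSA, 1 mM DTT. OMFP (added at 50 uM) then reacted 10 min; fluorescence read at 485/525 nm.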
ELG1 repair inh = ELG1-dependent DNA repair inhibition. HEK293T ELG1-luciferase reporter, luminescence, 16 h; DNA damage induced by 5-fluorouridine. Potency, µM (doses to about 46.1 µM), inactives show at the top dose activity change, negative = inhibition, hits mostly inhibitors. 330,000 tested, 2.3% active. AID 504467; also: potency is read from the fitted curve at half-maximal effect; % is scaled to controls: 0 for no effect and ±100 for the full control effect; nearly all actives have a fitted effect of over 55% in size
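Reporter activity after DNA damage by 5-fluorouridine is monitored. Compound-treated cells incubate 16 hr at 37 °C, then ONE-Glo is added for 30 min before luminescence reading.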
Chronic BCR inh = chronic active BCR signaling inhibition. Potency, µM (series often up to 46.1 µM), inactives show top-dose ratio change, negative = lower green/red ratio, actives largely listed as inhibitors. AID 493014. ABC-DLBCL IkBa-CBG/CBR reporter, luminescence ratio, 4 h. 340,000 tested, 0.05% active; active = well fitted inhibition curve with a large enough effect in the signal ratio, with a control signal flat, not every such curve was filed as active; inconclusive = small, poorly fitted or top-dose-only effect, or effect the other way, or a change in a side signal; the % refers to the signal ratio;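 also: potency is read from the fitted curve at half-maximal effect; plate controls were basal doxycycline-induced cells for no effect and cells given 10 µM MG132 for full effect; MG132 reads +100%, hits lower the ratio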
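Concentration-response series (up to 46 uM) were applied to TMD8 dual-reporter cells for 4 h at 37C with doxycycline. Green/red ratio, after filter-overlap correction, defined %Activity; red signal alone was normalised to basal cells and zero luminescence.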
Active calls of the source: *; ? = inconclusive; · = no result given; [ ] = remark or other dose. Unless noted, calls follow the shape of the dose curve; as a rule, active = well fitted curve in the direction sought with a large enough effect; inconclusive = small, poorly fitted or top-dose-only effect, or another doubt; inactive = no such curve, though single readings can be large; an effect the other way counts as inactive or inconclusive.

The line under a structure holds: ASM inhibitor	TSHR antagonist	a7 integrin act	TCR activator	Mito fusion act	AT treatment	TSG101-PTAP inh	Tb PFK block	Eya2 inh	ELG1 repair inh	Chronic BCR inh
COc1ccccc1NC(=O)N1CCC(c2nc3ccccc3o2)CC1
  -1.3%	-5.3	8.0%	-0.1%	5.6%	2.3%	1.2%	1.0%	-0.5%	3.9%	6.8%
COc1cc2[nH]c(=S)nc(NCCCOC(C)C)c2cc1OC
  4.2%	19.5	12.8%	2.0%	1.5%	4.6%	-4.2%	-11.5%	-9.7%	?	0.7%
COc1ccc(C2CC(c3ccccc3)=NN2C(=O)COC(=O)c2cccnc2Cl)cc1 (centres undefined)
  -1.4%	36.5	10.9%	1.7%[46.1 µM]	21.7%	1.7%	-2.4%	-4.2%	2.9%	?	-3.4%
CCn1c(CSCc2ccc(Cl)cc2)nnc1SCC(=O)Nc1cccc(C(=O)O)c1
  3.9%	16.4	?	-2.0%	3.2%	-2.2%	-7.6%	0.5%	3.4%	0.7%	7.0%
Cc1ccc(-c2nc(CNC(=O)c3cc(C)on3)cs2)cc1
  6.7%	-1.7	-23.0%	7.6%	-0.6%	10.1%	-5.0%	0.9%	1.1%	-16.8%	?
O=C(COc1ccccc1)N(Cc1cccc(F)c1)C1CCS(=O)(=O)C1 (centres undefined)
  -1.9%	-6.2	?	-4.8%	-4.3%	12.9%	4.6%	-6.5%	0.8%	12.4%	-7.2%
Cc1cccc(Nc2nc(N)c([N+](=O)[O-])c(N3CCCC(C)C3)n2)c1 (centres undefined)
  ?	-7.8	-48.1%[inhibitor]	-2.6%[46.1 µM]	-24.5%	16.9%	?	-8.9%	-19.1%	25.9µM*	16.7%
Cc1c(C=O)c2ccccn2c1C(=O)c1cccc([N+](=O)[O-])c1
  -12.8%	7.6	?	0.6%	0.6%	-3.3%	0.2%	2.5%	-3.8%	?	-0.5%
CCOC(=O)c1ccc(-c2ccc(/C=C(\C#N)C(=O)NCC3CCCO3)o2)cc1 (centres undefined)
  84.7%[activator]	-9.1	16.0%	-0.2%	-0.1%	0.0%	?	-1.9%	?	-20.4%	0.1%
CN(C)CCNC(=O)/C(=C/c1ccc(-c2cccc(Cl)c2)o1)NC(=O)c1ccccc1
  9.2%	-10.7	-4.8%	-7.6%[46.1 µM]	-6.6%	1.4%	1.2%	0.0%	-6.5%	-6.0%	?
Cc1ccc(N2CCN(S(=O)(=O)c3ccc(C)cc3)CC2)cc1
  0.4%	46.3	12.0%	·	0.7%	2.5%	1.3%	-4.7%	-25.6%	-0.8%	0.9%
Cc1ccc(NC(=O)C2CCCN(S(=O)(=O)c3ccc4c(c3)oc(=O)n4C)C2)nc1 (centres undefined)
  0.5%	-2.1	-9.5%	0.6%	1.9%	2.0%	-4.2%	7.7%	-36.0%	-14.3%	-0.7%
CSC(=S)N/N=C/c1ccc(N(C)C)cc1
  6.0%	6.9	-1.7%	-7.6%	14.7%	0.5%	1.4%	-3.2%	10.9%	?	-0.1%
COc1ccc(CCN(C(=O)Cn2nnc3ccccc32)C(C(=O)NCC2CCCO2)c2ccncc2)cc1OC (centres undefined)
  -1.8%	-6.9	6.6%	-5.2%	-2.5%	0.3%	-0.1%	0.6%	1.7%	-8.3%	-8.8%
COc1ccc(C2CC(c3cccs3)=NN2C(=O)CSc2nnnn2C)cc1OC (centres undefined)
  7.6%	4.4	-25.2%	-4.1%	-1.0%	1.6%	-2.3%	0.2%	-8.3%	-1.6%	0.6%
CCOc1ccc(N2CC(O)(c3cccs3)[N+]3=C2CCCC3)cc1 (centres undefined)
  5.0%	-0.1	-49.9%[inhibitor]	-3.2%	0.3%	-3.6%	-5.5%	-1.8%	2.6%	1.8%	9.1%
O=C(NCCN1C(=O)S/C(=C/c2ccccc2)C1=O)C1CCCN1C(=O)c1cccs1 (centres undefined)
  0.1%	6.1	3.1%	0.8%[46.1 µM]	1.6%	-2.4%	-2.0%	1.7%	-0.5%	-9.8%	-14.5%
CC(=O)Nc1cc(C(=O)c2ccccc2)ccc1N1CCOCC1
  2.2%	1.1	4.5%	0.4%	-3.2%	0.4%	-12.9%	-0.6%	12.4%	13.3%	-17.6%
CC(C(=O)N1CCN(c2ccccc2)CC1)N1C(=O)C2CC=CCC2C1=O (centres undefined)
  -1.1%	-12.5	-2.0%	5.0%	1.0%	0.2%	-3.8%	0.9%	3.6%	-4.0%	-8.9%
O=Nc1onc(-c2ccc([N+](=O)[O-])cc2)c1NO
  30.4%[activator]	-9.2	?	2.1%	2.0%	-5.0%	-2.5%	-0.8%	-7.2%	-8.8%	?
CCc1ccc(NS(=O)(=O)c2ccc3[nH]cc(C(=O)N(C)Cc4ccco4)c(=O)c3c2)cc1
  -0.2%	-18.5	-8.0%	3.8%	0.4%	6.8%	-0.6%	-2.5%	-2.8%	4.1%	-4.4%
CC(=O)c1ccc(NC(=O)c2ccc3c(=O)n4c(nc3c2)CCCCC4)cc1
  -4.7%	-10.0	16.0%	-1.6%	1.9%	-1.3%	-0.1%	-6.0%	3.2%	?	-8.4%
COCCn1nnnc1C(c1ccccc1OC)N1CCN(C(=O)c2ccco2)CC1 (centres undefined)
  -2.3%	-4.1	26.0%	1.3%	-0.8%	-0.9%	-13.1%	-3.3%	-27.3%	4.0%	6.0%
N#CCCN(C(=O)COc1ccc(C#N)cc1)c1ccc(F)cc1
  2.9%	12.6	0.8%	-2.4%	2.1%	-0.9%	-5.4%	-5.6%	8.4%	-7.1%	0.0%
CC(=O)Oc1ccc2c(c1)C(=O)c1ccccc1CO2
  -5.0%	6.4	36.0%	4.4%	-1.7%	·	-0.5%	-3.0%	6.1%	?	-2.1%
CCOC(=O)c1cnc2c(C(=O)OC)cccc2c1NCc1ccco1
  10.8%	-2.2	-30.2%[inhibitor]	2.5%	5.5%	0.4%	-7.0%	-8.0%	3.9%	?	12.8%
CCOC(=O)c1c(S(=O)(=O)NCCc2ccco2)c(C)n(C)c1C
  -0.8%	-15.3	-7.6%	-4.2%	?	-3.4%	-1.9%	-3.0%	8.5%	6.6%	-11.6%
O=C(N/N=C/c1cc(Cl)ccc1O)c1ccccc1Br
  -4.8%	4.5	-32.8%	-14.2%	-2.6%	-7.9%	-4.6%	3.9%	-14.3%	?	?
Cn1cccc1CC(=O)NNC(=O)Nc1ccc(F)cc1
  3.7%	-1.7	-20.4%	0.1%[46.1 µM]	1.5%	1.1%	-1.1%	10.0%	-2.9%	11.6%	-10.6%
COc1ccc(-c2csc(NC(=O)Cc3cccc4ccccc34)c2C(=O)O)cc1
  -3.5%	-7.0	33.2%	-5.4%	17.5%	2.0%	-2.7%	2.6%	-3.1%	3.8%	?
CCN1C(=O)NC2C1N(S(C)(=O)=O)CCN2S(C)(=O)=O (centres undefined)
  4.8%	-6.3	25.6%	-3.0%	-2.8%	3.6%	1.0%	-2.9%	32.0%	0.6%	-0.4%
Cc1cc(NC(=O)COC(=O)C2COc3ccccc3O2)no1 (centres undefined)
  2.9%	10.7	30.0%	5.7%	-3.6%	-7.6%	-1.9%	4.0%	-4.4%	0.0%	1.4%
Cc1cc(N2CCC(C)CC2)nc(SCC(=O)c2ccccc2)n1
  -1.1%	-15.4	-34.6%	2.7%[46.1 µM]	?	6.5%	0.3%	3.1%	-11.8%	?	?
CN(c1ccccc1)c1nc2ccsc2c(=O)s1
  2.0%	-4.3	-9.8%	-11.9%	10.1%	-4.1%	-2.1%	0.0%	0.1%	?	8.1%
